Pemphigus Ab inh: inhibitors of pemphigus antibody binding to human desmoglein-3; DSG3-coupled beads, scFv-anti-DSG3-GFP binding, flow cytometry; stronger effect = lower value; binding (percent of control), % at 10 µM; P32926; 0.48% of 310,000 active;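 active means binding more than 3 SD below its plate's average and above zero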;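 further: hits lower antibody fragment binding to DSG3; some compounds called inactive have numbers as strong as hits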
MOR-DOR inv ag: inverse agonist of human OPRM1-OPRD1 heterodimerization; P35372+P41143; cell-based MOR-DOR heterodimer luminescence, inverse agonism; inhibition, % at 9.3 µM; 0.21% of 340,000 active; in the data active means inhibition above about 22%, passing the limit was not always enough;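 further: 0% = cells with DMSO and 100% = wells without cells with DMSO; values of inactives mirror those of a sister screen read the other way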
Target sequence (P35372 whole entry, looked up): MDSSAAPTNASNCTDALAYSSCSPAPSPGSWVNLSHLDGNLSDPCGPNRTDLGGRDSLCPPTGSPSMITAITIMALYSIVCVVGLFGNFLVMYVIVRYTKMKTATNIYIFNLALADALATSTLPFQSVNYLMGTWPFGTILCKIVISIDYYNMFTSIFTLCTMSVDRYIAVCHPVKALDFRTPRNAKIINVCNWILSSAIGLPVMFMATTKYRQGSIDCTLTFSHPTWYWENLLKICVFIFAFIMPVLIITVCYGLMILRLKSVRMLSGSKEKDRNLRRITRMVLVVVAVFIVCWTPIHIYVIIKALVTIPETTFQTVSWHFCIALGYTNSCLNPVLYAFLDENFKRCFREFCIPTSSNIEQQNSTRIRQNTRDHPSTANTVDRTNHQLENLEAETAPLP
Target sequence (P41143 whole entry, looked up): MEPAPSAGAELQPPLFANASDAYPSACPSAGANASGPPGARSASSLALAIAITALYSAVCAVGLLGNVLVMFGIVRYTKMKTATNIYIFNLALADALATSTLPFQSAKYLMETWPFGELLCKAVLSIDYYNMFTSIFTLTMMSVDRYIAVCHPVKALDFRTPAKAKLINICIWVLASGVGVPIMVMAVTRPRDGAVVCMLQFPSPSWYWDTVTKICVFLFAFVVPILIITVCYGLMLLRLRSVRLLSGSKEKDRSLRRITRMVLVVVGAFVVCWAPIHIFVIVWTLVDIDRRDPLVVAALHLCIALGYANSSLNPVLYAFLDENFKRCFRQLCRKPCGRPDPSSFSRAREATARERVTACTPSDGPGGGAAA
Ecoli viability: counter-screen for AddAB inhibitors: E. coli growth inhibition; E. coli V3065 growth, OD600 absorbance, 18 h; inhibition, % at 11.9 µM; 0.27% of 330,000 active;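 active means inhibition above the campaign's mean inhibition across all tested compounds plus 3 SD, cut at about 9.9% in these data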;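 further: uninfected addAB+ strain grown without phage in ampicillin broth; 0% = DMSO wells and 100% = ciprofloxacin 0.95 µg/ml wells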
PfHsp90 set2: reduces growth (ATP signal) of yeast expressing P. falciparum Hsp90 | S. cerevisiae expressing PfHsp90, BacTiter-Glo ATP, 48 h; yeast lacking PDR1 and PDR3 efflux regulators | inhibition, % at 9.4 µM | 0.32% of 310,000 active | AID 504621;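 active means every replicate shows inhibition above about 80%, whatever the replicate mean, limit read from the data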;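 further: 0% = DMSO neutral controls and 100% = 20 µM radicicol positive controls; yeast relying on Plasmodium falciparum Hsp90 in place of its own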
AddAB inh: less growth of phage-infected E. coli with AddAB; 0.29% of 330,000 active; AID 435030; E. coli expressing H. pylori AddAB, absorbance growth; inhibition, % at 11.9 µM; in the data active means inhibition above about 12%;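 further: 0% = vehicle wells of infected cells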
phage Ecoli inh: E. coli growth loss with phage present | growth absorbance | inhibition, % at 11.9 µM | 0.26% of 360,000 active | AID 651602; in the data active means inhibition above about 11%
PKA-R1A act: activators of PKA-R1A complex. P00514+P68181. PKA-R1A dissociation, Cy5-IP20 fluorescence polarization; scaled: DMSO 0%, 113 µM cGMP 100%. activation, % at 11.4 µM. 0.083% of 340,000 active. AID 504707;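 active means percent activation above the mean of all tested compounds plus 3 SD, cut at about 19% in these data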;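 further: higher means more PKAc released from R1A so a rise in polarization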
Tat export inh: E. coli Tat transport inhibition; inhibition, % at 10 µM; AID 488895; 0.036% of 340,000 active; E. coli MC4100 TorA-mCherry Tat export, fluorescence;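 active means mean replicate inhibition at least 50% and at least half of replicates individually reaching 50%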;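 further: exported cargo escapes ClpAP degradation while cytoplasmic cargo is degraded and loses fluorescence; 0% = median of neutral control wells and 100% = median of NaSCN control wells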
SUMO Mot1 rescue: SUMOylation pathway inhibition by Mot1-301 growth rescue; 1% of 320,000 active; S. cerevisiae Mot1-301 growth rescue, ATP luminescence, 38.5C; percent above DMSO median, 100 means doubled; growth rescue, % at 18.8 µM; AID 2716;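 active means every valid replicate shows activation above 250% relative to neutral control wells; inactive means the rest, any valid replicate at or below 250%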;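 further: OY570 slx delta 5 strain wells were the positive control but not used for scaling; some compounds called inactive have numbers as strong as hits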
MOR-DOR ag: OPRM1-OPRD1 heterodimerization agonism | cells, luminescence | activation, % at 9.3 µM | 0.3% of 340,000 active | AID 504326; in the data active means activation above about 18%;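 further: 0% = vehicle-treated cells and 100% = reference agonist; values of inactives mirror those of a sister screen read the other way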
Arr AP2 block: inhibitors of human beta-arrestin and AP2 interaction; FITC-arrestin peptide / GST-AP2 beads, flow cytometry; AP2 beta2 appendage carries R879A mutation; inhibition, % at 10 µM; 0.31% of 340,000 active;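 active means inhibition above a set limit, near 3 SD of compounds lacking own fluorescence, cut at about 54% in these data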;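 further: plate controls were DMSO wells for no effect and 5 µM unlabelled arrestin peptide for full effect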
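System: GST-tagged AP2 beta2-adaptin appendage (R879A) on 4 µm glutathione beads / Reagent: FITC-arrestin peptide, 50 nM / Detection: HyperCyt-sampled flow cytometry, FL1 channel, ex 488/em 535 nm / Timing: 12 min plus 1 h, RT / Buffer or medium: PBS plus Tween 20 (0.05%) and BSA (0.1%)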
* hit, by the source's call; i = inactive; x = no result given.

Order of results – Pemphigus Ab inh	MOR-DOR inv ag	Ecoli viability	PfHsp90 set2	AddAB inh	phage Ecoli inh	PKA-R1A act	Tat export inh	SUMO Mot1 rescue	MOR-DOR ag	Arr AP2 block
(1) Cc1ccc(C(O)c2ccncc2)cc1 (centres undefined)
  100	15	0.3	-39	0.7	1.8	0	-4	7	-2.8	-11
(2) CC(NC(=O)c1ccccc1)c1nc2ccccc2n1Cc1ccc(C#N)cc1 (centres undefined)
  100	14	0.1	12	2.7	1.8	1	-10	i	-3.5	1
(3) O=C(CS(=O)(=O)c1ccccc1)Nc1nnc(Cc2ccccc2)s1
  108	8	-1.2	-4	-4.6	1.6	7	-11	2	-2.5	-10
(4) COCCNC(=S)N(CCc1c(C)[nH]c2ccc(OC)cc12)Cc1cccnc1
  107	-3	1.6	9	0.1	-1.7	2	-2	-2	0.6	0
(5) CC(C)CC(=O)NC(=S)Nc1ccc(S(=O)(=O)N2CCCC2)cc1
  97	17	-0.2	1	4.6	2.2	-10	3	-36	-3.0	-6
(6) COC(=O)c1cc(-c2ccc(F)cc2)n(-c2ccccc2)n1
  100	5	1.6	2	-2.1	0.2	-11	0	3	-1.1	16
(7) O=S(=O)(Nc1ccc(-c2nnc(SCc3ccc(Cl)cc3)o2)cc1)c1ccccc1
  92	-27	0.3	-7	2.9	5.3	-14	4	8	4.3	-10
(8) CC(=O)Nc1ccc(S(=O)(=O)NC2(C(F)(F)F)C(=O)NC(C)=C2C#N)cc1 (centres undefined)
  96	13	-0.4	-9	0.2	3.1	2	-10	2	-2.3	46
(9) CNC(=O)C1=C(C)Nc2nc3ccccc3n2C1c1ccc(F)cc1 (centres undefined)
  90	9	-0.6	4	-1.0	3.5	-4	-9	-6	-1.8	-12
(10) COc1cc(C2C3C(=O)N(c4ccccc4)C(=O)C3ON2c2ccccc2)cc(OC)c1OC (centres undefined)
  100	7	-0.2	x	1.6	2.9	2	-7	-8	-1.5	4
(11) CC(=O)Nc1c(C#N)c(C(C)(C)C)cn1C
  100	-9	-0.7	11	0.7	0.5	6	-7	9	1.5	-5
(12) COc1ccc(C(=O)CCNc2cccc(Cl)c2)cc1
  114	-24	1.6	-18	0.5	4.3	7	-1	x	4.6	-5
(13) CCOc1cc(NC(=S)NCCOC)c(OCC)cc1NC(=O)c1ccco1
  103	16	0.5	4	-0.3	4.4	-8	-3	-12	-2.9	-18
(14) C#CC(=O)N(c1cc(OC)ccc1OC)C(C(=O)NC1CCCC1)c1cccs1 (centres undefined)
  100	-221	0.5	4	-1.6	x	-4	-5	40	37*	9
(15) CCc1ccccc1NC(=O)Cn1nc(C(F)(F)F)c2c1CCC2
  102	-6	-1.4	11	-1.9	0.1	-7	-7	1	1.1	25
(16) CCc1ccc(NC(=O)CSc2nnc(-c3n[nH]c4ccccc34)n2-c2ccccc2)cc1
  100	-9	-0.2	-2	-0.3	1.7	0	-4	-11	1.8	7
(17) C#CCn1c(O)c(N=NC(=O)CNC(=O)/C=C/c2ccccc2)c2ccccc21
  107	15	0.9	26	2.9	1.0	1	14	5	-2.7	-1
(18) CN(C)C(=S)c1ccc2ccccc2n1
  x	13	0.9	-16	-0.5	2.4	4	13	105	-2.5	3
(19) CCOC(=O)CNC(=O)Nc1cc(C(C)(C)C)nn1-c1ccccc1
  94	13	-0.4	20	2.2	2.8	-2	1	-3	-2.7	-25
(20) O=c1c2cccnc2n(-c2ccccc2)n1Cc1ccc(Cl)cc1
  107	0	0.9	-25	1.2	4.3	-1	7	-14	0.1	-18
(21) COc1cccc(/C=N/NC(=O)C(C)Sc2ccccc2)c1 (centres undefined)
  106	2	2.5	12	4.4	5.3	-3	10	9	-0.5	-2
(22) Cc1ccc(Cl)cc1-n1c(SCC(=O)NCCC2=CCCCC2)nc2n[nH]c(C)c2c1=N
  105	-10	-0.9	-16	3.6	-3.0	1	8	15	1.8	-8
(23) O=C(COC(=O)c1cc2c(s1)CCCC2)NCc1ccccc1Cl
  80	0	0.9	1	-0.9	3.4	2	-4	10	-0.1	-6
(24) Cc1cc(C)c(-c2nc3ccccc3s2)[nH]1
  103	-2	1.4	-34	3.8	2.2	1	-2	-12	0.3	13
(25) Cc1ccc2cc(CN(Cc3ccc4c(c3)OCO4)Cc3nnnn3Cc3ccco3)c(=O)[nH]c2c1
  100	8	-0.8	4	5.3	3.0	-1	2	0	-1.3	3
(26) O=C(COC(=O)c1c[nH]c(=O)[nH]c1=O)Nc1cccc([N+](=O)[O-])c1
  x	21	0.5	12	2.6	4.2	-7	2	-1	-5.3	2
(27) Cn1nnnc1SCC(=O)Nc1ccc(Br)cc1Cl
  x	7	0.5	9	1.6	2.2	-16	4	20	-1.6	-3
(28) CCc1ccc(NC(=O)NCc2cccnc2)cc1
  104	19	2.0	0	0.9	1.9	-2	3	-19	-3.7	-1
(29) COC(=O)[C@]1(C)N[C@H](CN(C)C(=O)Nc2ccc(C)cc2)[C@@H]2C(=O)N(C)C(=O)[C@@H]21
  106	4	-0.2	-14	2.4	0.3	-8	-9	-12	-0.9	34
(30) COc1ccc(CCNC(=O)CSc2ncn[nH]2)cc1
  110	1	1.1	-11	-0.9	0.2	-5	21	4	-0.2	26
(31) O=C(CSc1ccc(-c2ccco2)nn1)Nc1ccc(F)cc1F
  107	-12	1.1	-95	0.9	2.8	7	2	-10	3.1	-8
(32) Cc1cccc(C)c1NC(=O)C1=C(O)c2ccccc2N(C)S1(=O)=O
  x	-4	0.7	0	0.5	0.8	-7	-1	-6	0.6	-2
(33) O=C(Nc1ccnn1C1CCN(Cc2ccccc2)CC1)c1ccccc1Cl
  111	9	0.7	2	0.6	-1.1	-16	-5	101	-2.3	-7
(34) O=c1c2ccccc2oc2cc(C#CC3(O)CCCCC3)ccc12
  104	-13	0.3	-29	2.1	1.7	-11	9	83	2.8	-3
(35) Cc1cc(NC(=O)CCCn2cnc([N+](=O)[O-])n2)no1
  101	-3	1.1	0	0.8	3.1	-5	-6	0	0.6	-9
(36) Cc1ccc(NC(=O)CSc2nc(=O)cc(N)n2CCc2ccccc2)cc1
  100	1	-0.8	4	-0.8	5.0	-12	-3	7	-0.2	0
(37) COc1cc(C)c(Cl)cc1S(=O)(=O)n1cnc(C)c1
  98	-5	1.7	-1	1.6	2.4	-8	5	21	0.9	-6
(38) COc1ccc(NC(=O)Nc2ccc(Cc3ccncc3)cc2)c(OC)c1
  101	7	2.3	19	3.6	6.9	-5	14	11	-1.3	-21
(39) Cc1sc(NC(=O)C2=COCCO2)c(C#N)c1C
  91	7	-0.4	14	-3.1	2.5	3	3	2	-1.2	-14
(40) COc1cc(/C=C(\NC(C)=O)C(=O)N2CCCCC2)ccc1OC(C)=O
  113	4	-0.9	10	2.8	1.0	3	-11	62	-0.9	9
(41) Cc1ccc(S(=O)(=O)NCc2ccccc2)cc1C(=O)NCCc1ccc(S(N)(=O)=O)cc1
  x	2	0.7	23	-0.7	2.4	1	-12	17	-0.5	0
(42) O=C(OCC(=O)N1N=C(c2ccc(Cl)cc2)CC1c1ccco1)c1cncc(Br)c1 (centres undefined)
  88	5	-1.8	x	-1.3	5.5	1	4	54	-1.0	-6
(43) CC(NC(=O)COc1ccc(/C=N/NC(=O)C(=O)Nc2ccccc2Br)cc1)c1ccccc1 (centres undefined)
  92	-25	1.1	-9	1.3	2.1	14	4	0	4.4	0
(44) COc1ccccc1CN1CCNC(=O)C1CC(=O)NCc1csc(C)n1 (centres undefined)
  99	0	-0.3	-3	1.3	4.8	10	-5	3	0.0	0
(45) CCOc1ccc(Br)cc1S(=O)(=O)NCCN(C)C
  106	3	1.3	1	0.5	4.9	-5	-2	145	-0.5	0
(46) Oc1ccc(N2CCN(Cc3cc4c(cc3Br)OCCO4)CC2)cc1
  115	-33	-0.3	10	4.0	2.1	0	-4	15	6.1	0
(47) CCOC(=O)CNC(=O)CSc1nnnn1-c1ccc(C)c(C)c1
  107	-4	-1.0	6	-2.9	0.5	5	-8	210	0.7	27
(48) Cc1ccc(C(=O)NCC(=O)OCCOc2ccccc2Cl)cc1
  104	13	-0.4	8	0.5	2.1	3	-1	16	-2.4	30
(49) CCOC(=O)Nc1c(Cl)n(C)c(=O)n(C)c1=O
  98	4	1.0	6	0.7	3.3	4	-10	-11	-0.8	5
(50) Cc1cc(Br)ccc1NC(=O)CN(C)C(=O)C1=COCCO1
  100	3	-0.6	-6	0.8	2.2	1	3	1	-0.8	9
(51) COCc1cc(C)nc(SCC(=O)N2CCC(C)CC2)c1C#N
  101	-1	1.9	x	-0.8	2.1	4	4	-6	0.1	1
(52) CCCCCCN(C(=O)CCl)c1ccccc1
  100	-271	-0.2	11	6.9	1.9	1	-4	5	53*	9
(53) O=S(=O)(NC1CCN(S(=O)(=O)c2ccc3c(c2)OCCO3)C1)c1c(F)cccc1F (centres undefined)
  101	5	1.1	39	3.0	0.5	0	2	16	-0.8	5

Compound activity from PubChem.
